WT yeast gro inh: growth inhibition of WT yeast, mitochondrial fusion screen. mitochondrial fusion phenotypic screen, WT strain. inhibition, % at 10 µM. 190,000 compounds, 2.1% hits; in the data active means inhibition above about 58%; tested in S. cerevisiae
Yfh1-off respiration: enhancers of respiration in Yfh1-depleted yeast, dose response, Friedreich's ataxia, plus single-dose screen (AID 1465); S. cerevisiae Yfh1-off respiration, WST-1 reduction, 72 h; higher fold induction means a stronger effect; fold induction at 50 µM; hits with a dose series show EC50 in µM; 220,000 compounds, 0.074% hits;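 active means fold induction of absorbance versus untreated yeast above a set limit, then at least 30% activation at any dose in follow-up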;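 further: activators that raise dye reduction in frataxin-depleted yeast; strong numbers were not always called active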
b-catenin transl: modulators of beta-catenin nuclear translocation; HeLa beta-catenin nuclear translocation, immunofluorescence imaging; nuclear translocation activity, % at 5 µM; 190,000 compounds, 0.3% hits; AID 1665;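 active means nuclear translocation activity above 50% at 5 µM, with a well cell count of 50 or more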;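 further: per-cell ratio of nuclear to cytoplasmic median beta-catenin stain intensity; plate controls were DMSO negative control for no effect and GSK-3 inhibitor IX positive control for full effect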
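test system = HeLa cells, endogenous beta-catenin | dosing = single 5 µM dose plus 0.02–20 µM confirmation series | times = compound treatment 24 h, 37°C, 5% CO2 | technique = beta-catenin immunofluorescence imaging with DAPI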
Insulin prom up: MIN6 insulin promoter up-regulation; MIN6 insulin promoter-GFP reporter, high-content imaging; active compounds read high; z-score at 5 µM; 190,000 compounds, 0.3% hits;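 active means z-score above 3 at 5 µM with at least 500 cells counted in the well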
PMI inhibition: human PMI inhibitors, high substrate, primary screen, biochemical, fluorescence intensity, high mannose 6-phosphate (AID 1220); recombinant PMI enzyme, coupled fluorescence intensity; higher % means a stronger effect; one-dose inhibition, % at 20 µM; IC50 in µM for titrated hits; 190,000 compounds, 0.66% hits
Autophagy HCS: autophagy modulation, high-content screen | 190,000 compounds, 0.98% hits | calls only at 10 µM (by protocol) | MEF GFP-LC3 puncta imaging; test concentration mostly 10 µM;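 active means percentage of spot-positive cells more than 3 SD above its plate mean, without a fluorescence outlier flag or 80% toxicity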;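 further: spot-positive cell cutoff set from DMSO-treated cells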
MT stabilizer: microtubule stabilizers in HeLa cells; 200,000 compounds, 0.83% hits; HeLa tubulin immunostaining HCS, 24 h; share of cells brighter than vehicle mean+2SD; % tubulin-high responders, % at 10 µM;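 active means plate Z-score above 3 for both tubulin-high and condensed-nucleus cell shares, with cell loss under 80%, at 10 µM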;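 further: anti alpha tubulin signal scored within the nucleus-defined area of each cell; some results filed as inactive read as strong as hits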
Dynein cargo inh: dynein cargo transport inhibition; 3617.4 mouse cells, GR-EGFP nuclear translocation imaging; test concentration mostly 20 µM; stimulated with dexamethasone, 1 µM; active compounds read low; z-score, hits read low; 220,000 compounds, 0.47% hits;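 active means plate z-score of nuclear minus cytoplasmic receptor signal below a set negative limit, without overly bright fluorescence or cell loss, cut at about -3.5 in these data, passing the limit was not always enough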;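 further: z-score of nuclear minus cytoplasmic ring GR-EGFP intensity difference per well; some compounds called inactive have numbers as strong as hits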
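Buffer or medium: tet-free medium with charcoal-stripped serum / Also added: dexamethasone agonist, 1.0 µM final, for 30 min / Timing: induction 48 h, compound 1 h, agonist 30 min / Measured by: high-content fluorescence imaging after fixation / Read-out: nuclear-to-cytoplasmic GR-EGFP distribution per well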
human PMI inhibition: MPI enzyme activity inhibition – biochemical, fluorescence intensity, coupled assay, primary screen (AID 1209) | purified PMI enzyme, coupled fluorescence intensity; higher % means a stronger effect | one-dose inhibition, % at 20 µM; IC50 in µM for titrated hits | 190,000 compounds, 0.42% hits;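 further: plate controls were DMSO vehicle for no effect and wells lacking substrate for full effect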
WT yeast gro inh mutant strain: further read-out of WT yeast gro inh, marked with its call; inhibition, %; mitochondrial fusion phenotypic screen, mutant strain inhibition
Dynein cargo inh cytoplasmic EGFP: further read-out of Dynein cargo inh, marked with its call; z-score; measured here: cytoplasmic GR-EGFP intensity; active compounds read high
Dynein cargo inh nuclear GR-EGFP: second read-out of Dynein cargo inh, no call of its own (marks repeat the call); z-score; measured here: nuclear GR-EGFP intensity;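 lower value marks the stronger effect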
Dynein cargo inh cell count: recorded beside Dynein cargo inh, whose call it bears; z-score; measured here: cell count per field
Insulin prom up cell count: recorded beside Insulin prom up, whose call it bears; cell count; measured here: cytotoxicity, nuclei count;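 total cells summed across four imaged fields per well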
b-catenin transl cell count 5 µM: second read-out of b-catenin transl, no call of its own (marks repeat the call); cell count; measured here: cell count, cytotoxicity flag
MT stabilizer Hoechst-high %: recorded beside MT stabilizer, whose call it bears; % Hoechst-high responders; measured here: nuclear condensation Hoechst responders;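 share of cells brighter than vehicle mean plus two SD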
MT stabilizer cytotoxicity %: second read-out of MT stabilizer, no call of its own (marks repeat the call); toxicity, %; measured here: cytotoxicity by cell density;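 0% = mean cell density of plate MIN control wells and 100% = no cells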
Autophagy HCS cell loss 18 h: also measured in Autophagy HCS; calls as there; toxicity, %; measured here: cell loss, nuclei count;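 cell loss after 18 h compound exposure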
Active calls of the source: *; i = inactive; nt = no result given. Unless noted, no stated cut-off is given here; in the data, active means inhibition above about 50%; inactive means the rest.

Under each structure: WT yeast gro inh | WT yeast gro inh mutant strain | Yfh1-off respiration | b-catenin transl | b-catenin transl cell count 5 µM | Insulin prom up | Insulin prom up cell count | PMI inhibition | Autophagy HCS | Autophagy HCS cell loss 18 h | MT stabilizer | MT stabilizer Hoechst-high % | MT stabilizer cytotoxicity % | Dynein cargo inh | Dynein cargo inh cytoplasmic EGFP | Dynein cargo inh nuclear GR-EGFP | Dynein cargo inh cell count | human PMI inhibition
Cc1ccc2cc(CN(CC3CCCO3)S(=O)(=O)c3ccc4c(c3)OCCO4)c(=O)[nH]c2c1C (stereo unspecified)
 : nt | nt | i | nt | nt | nt | nt | nt | i | -8 | 4.5 | 2.0 | 3.1 | 1.6 | -0.27 | 0.81 | -0.46 | nt
Oc1ccc(-c2nc(-c3ccc(O)c(O)c3)cs2)cc1
 : -10 | -9 | i | 66* | 323* | -1.6 | 719 | 26% | i | 36 | 15* | 26* | 45* | -2 | 0.11 | -1 | 0.092 | 54%*
COc1ccccc1N1N=C(c2cccs2)CC1c1ccccc1 (stereo unspecified)
 : 53 | 34 | i | -3.8 | 548 | -0.11 | 1274 | -21% | i | 8 | 2.9 | 1.9 | 2.3 | 1.6 | -0.2 | 0.59 | -1.1 | -23%
CC(N=C1CC(C)(C)CC(=O)/C1=C(/O)CCCN1C(=O)c2ccccc2C1=O)C(=O)O (stereo unspecified)
 : 4 | 1 | i | -1.9 | 1218 | nt | nt | 4% | i | 15 | 2.1 | 1.4 | 0.6 | -1.1 | -0.32 | -0.5 | 1.6 | -8%
CCOc1nc(-c2ccc(C)cc2)ccc1-c1noc(-c2cccnc2)n1
 : -12 | 5 | i | nt | nt | nt | nt | 14% | i | 5 | 4.4 | 2.2 | 5.0 | 0.05 | -0.058 | -0.068 | 0.63 | 18%
COc1ccccc1CC(=O)Nc1cccc(F)c1
 : -10 | 5 | i | -0.4 | 557 | nt | nt | 3% | i | 19 | 2.8 | 2.3 | 8.9 | -0.095 | -0.21 | 0.093 | 0.11 | 3%
CC(=O)Nc1ccccc1P(=O)(c1ccccc1)c1ccccc1OC(C)=O (stereo unspecified)
 : nt | nt | i | -0.4 | 1237 | 0.37 | 1017 | nt | nt | nt | nt | nt | nt | 0.89 | -0.24 | 0.33 | -0.18 | nt
N/C(Cc1ccc(Cl)cc1Cl)=N\OC(=O)Cc1ccc(Cl)cc1
 : 56 | 32 | i | -1.0 | 1039 | -0.88 | 1516 | -4% | i | 1 | 1.8 | 1.3 | 7.6 | 0.19 | -0.2 | 0.22 | -0.4 | 16%
O=C(NC1CCCCC1)C(c1ccncc1)N(Cc1ccccc1)C(=O)c1ccc(-c2ccccc2)[nH]1 (stereo unspecified)
 : 27 | -4 | nt | 3.4 | 1302 | -0.59 | 1580 | 15% | i | -4 | 5.6 | 2.6 | 1.5 | -0.08 | 0.0064 | -0.25 | 0.44 | 17%
COc1ccc(N(C)C2=NS(=O)(=O)c3ccccc32)cc1
 : -12 | -38 | i | 28 | 717 | nt | nt | -3% | i | 48 | 49* | 59* | 31* | -0.68 | -0.0013 | -0.38 | 0.9 | 3%
Cc1coc2cc3oc(=O)c(CCC(=O)O)c(C)c3cc12
 : nt | nt | i | 1.6 | 1330 | -0.57 | 1027 | nt | nt | nt | nt | nt | nt | -0.99 | -0.096 | 0.2 | 0.26 | nt
O=C(NCc1cccnc1)c1cccc(-c2cc3ccccc3oc2=O)c1
 : 2 | 5 | i | -0.2 | 1364 | 0.44 | 1374 | 11% | i | 3 | 1.9 | 1.3 | 2.8 | -0.31 | -0.22 | -0.23 | 0.63 | 13%
COc1cc(/C=C2\SC(=O)NC2=O)ccc1Oc1ccc([N+](=O)[O-])cn1
 : nt | nt | i | 0.8 | 1330 | 0.73 | 1036 | nt | nt | nt | nt | nt | nt | 1.1 | -0.049 | 0.55 | -1.6 | nt
CCN(c1ccccc1)S(=O)(=O)c1cc(C(=O)O)ccc1C
 : -14 | -6 | i | -1.1 | 1338 | -0.47 | 1700 | 1% | i | 0 | 3.8 | 1.3 | 6.4 | -0.89 | -0.21 | -0.72 | 0.51 | 1%
CC(C)(C#CC(O)(c1ccccc1)c1ccccc1)N1CCCC1
 : 3 | -1 | i | 0.6 | 973 | nt | nt | -6% | i | 11 | 3.6 | 1.5 | 5.9 | 2.3 | -0.18 | 1.6 | -1.3 | -3%
O=C(O)CC1SC(N/N=C/c2ccc(Br)cc2)NC1=O (stereo unspecified)
 : -3 | 15 | i | -0.8 | 1052 | -0.77 | 1231 | -15% | i | -2 | 2.4 | 3.8 | 5.5 | -0.0062 | -0.34 | 0.27 | 0.29 | -10%
CCOc1ccc(NC(=O)Nc2cc(C)on2)cc1
 : -9 | -6 | i | -1.5 | 1213 | 0.32 | 1290 | -3% | i | -8 | 2.0 | 0.9 | 7.9 | -0.00086 | -0.22 | -0.002 | 0.3 | 7%
COc1ccccc1N1CCN(S(=O)(=O)c2cccc(F)c2)CC1
 : 2 | 14 | i | 1.2 | 948 | 1.2 | 1301 | 13% | i | -9 | 3.4 | 2.1 | 2.6 | -0.035 | 0.01 | -0.021 | 0.25 | 12%
CCOC(=O)N1CCC(Nc2ncnc3c2cnn3-c2ccc(C)cc2C)CC1
 : 11 | 4 | i | 0.0 | 1107 | -1.1 | 1780 | 9% | nt | nt | 5.9 | 1.0 | 4.6 | -0.5 | -0.2 | -0.2 | -0.17 | 6%
O=C(NC1=NCCS1)c1ccc(Cl)c(S(=O)(=O)N2CCOCC2)c1
 : 17 | 4 | i | -4.9 | 1031 | 0.49 | 1420 | 8% | i | 7 | 1.1 | 1.9 | 2.8 | -2.1 | -0.35 | -1.1 | 0.71 | 8%
Cc1nn(C)cc1C(=O)Nc1cc(Oc2ccc(Cl)cc2)cc([N+](=O)[O-])c1
 : 7 | 14 | i | -1.2 | 1115 | -0.27 | 985 | -6% | i | -8 | 2.7 | 1.3 | 8.7 | 0.23 | -0.28 | 0.58 | 1.1 | -3%
COc1ccc(-n2ncc(N(C)n3cccc3)c(Cl)c2=O)cc1
 : 5 | 16 | i | 0.0 | 1361 | 0.91 | 1480 | 2% | i | -6 | 2.0 | 1.7 | 8.1 | -0.6 | -0.2 | -0.41 | 0.95 | -1%
CCOc1c(OC)cccc1C1CC(=O)Nc2cc3c(cc21)OCCO3 (stereo unspecified)
 : 9 | 5 | i | 7.0 | 937 | -1.6 | 1575 | 6% | i | -4 | 22* | 14* | 45* | 0.47 | -0.15 | 0.59 | -0.61 | 12%
S=C(c1ccc(Br)cc1)N1CCN(Cc2ccccc2)CC1
 : nt | nt | i | nt | nt | nt | nt | -5% | i | -32 | 3.1 | 1.7 | 8.0 | 0.34 | -0.22 | 0.45 | 0.077 | -1%
N#Cc1c2n(c3c(=O)n(Cc4ccccc4Cl)cnc13)CCCC2
 : 17 | 8 | i | -2.3 | 1143 | 1 | 1016 | 44% | i | 7 | 4.4 | 2.6 | 14 | 1.7 | 0.17 | 2 | -3 | 20%
CNc1ncc(C(=O)c2ccccc2)s1
 : -48 | -8 | i | nt | nt | nt | nt | -5% | i | -1 | 3.4 | 1.8 | 1.0 | 0.37 | -0.2 | -0.59 | 0.052 | -14%
CCn1c(Cn2nnc(-c3ccccc3)n2)nnc1SCC(=O)N1CCOCC1
 : 4 | 3 | i | -0.7 | 1110 | 0.19 | 1194 | 3% | i | 1 | 3.2 | 2.3 | 1.0 | -0.32 | -0.19 | -0.29 | -0.0033 | 2%
COC(=O)N/N=C/c1cc(N=Nc2ccccc2Cl)ccc1O
 : nt | nt | i | 2.3 | 1333 | 0.15 | 1095 | nt | nt | nt | nt | nt | nt | -0.49 | -0.26 | -0.32 | 0.33 | nt
O=C(NC1CCCC1)C(c1ccccn1)N(C(=O)c1csnn1)C1CCCC1 (stereo unspecified)
 : 1 | 0 | i | -3.0 | 502 | nt | nt | -16% | i | 1 | 3.2 | 2.1 | 7.8 | 0.45 | -0.19 | 0.025 | -0.3 | -12%
O=C(Nc1ccccc1C(=O)N1CCOCC1)c1ccc([N+](=O)[O-])cc1
 : 2 | 3 | i | -0.4 | 875 | 1 | 1643 | -3% | i | 14 | 2.3 | 2.7 | 6.7 | -0.06 | -0.28 | 0.57 | 0.2 | 0%
O=C(CSc1ccc(F)cc1)NC1CCCCC1
 : 10 | 15 | i | -3.9 | 1046 | -0.75 | 1543 | 13% | i | 11 | 6.0 | 2.1 | 5.9 | 3 | -0.074 | 1.7 | -1.3 | 6%
CCOCCCNC(=O)C1CCN(S(=O)(=O)N2CC(C)CC(C)C2)CC1 (stereo unspecified)
 : 5 | -4 | i | nt | nt | nt | nt | 6% | i | 15 | 3.2 | 2.7 | 17 | 1.9 | -0.35 | 1.2 | 0.21 | -6%
Cc1ccc(-n2c(Cc3cccn3C)nnc2SCC(=O)N2CCN(c3ccccc3)CC2)cc1
 : -6 | -56 | i | -0.1 | 1385 | -1.7 | 1200 | 11% | i | -3 | 10 | 2.4 | 9.2 | 0.97 | 0.12 | 0.97 | -1.1 | 17%
COCCNC(=O)c1onc(CSc2ccccc2F)c1C(=O)O
 : -14 | -3 | i | 2.2 | 1319 | 0.43 | 1547 | -4% | i | 6 | 3.1 | 1.8 | 8.0 | 0.46 | -0.21 | 0.61 | 0.4 | 7%

High-throughput results: PubChem, several laboratories
